XIAP antagonists = XIAP antagonists, biochemical, IAP family, fluorescence polarization (AID 1018) | XIAP BIR domain, fluorescence polarization peptide displacement; higher % means a stronger effect | hit rate 0.007% among 200,000 | displacement, % at 20 µM, or IC50 in µM where a hit was titrated | E3 ubiquitin-protein ligase XIAP (Homo sapiens); in the data active = displacement above about 50%; also: a part of the inactive calls stands beside numbers as strong as those of hits
TNAP activators = human TNAP enzyme activators, primary screen, biochemical, luminescent, no phosphate acceptor, uHTS (AID 1001). Alkaline phosphatase, tissue-nonspecific isozyme (Homo sapiens). activation fold at 20 µM, or EC50 in µM where a hit was titrated. hit rate 0.03% among 200,000. purified TNAP, luminescent activation assay, no phosphate acceptor; higher activation fold means a stronger effect; in the data active = activation fold from about 3, or a potency from the dose series; inactive = the rest, 99 in 100 with activation fold below about 1.6; also: many of its hits are not listed in these tables
LYP inhibition = inhibitors of LYP phosphatase, biochemical, fluorescence intensity, uHTS (AID 1779); hit rate 0.054% among 290,000; recombinant LYP phosphatase, fluorescence intensity; higher % means a stronger effect; inhibition, % at 11.5 µM, or IC50 in µM where a hit was titrated;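 also: plate controls were vehicle with enzyme for no effect and no enzyme for full effect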
P. falciparum M17LAP = P. falciparum M17LAP inhibitors, primary screen, biochemical, fluorogenic H-Leu-NHMec substrate, 1536-well (AID 1619). hit rate 0.38% among 220,000. recombinant M17LAP, H-Leu-NHMec fluorogenic kinetic assay; higher % means a stronger effect. Leucine aminopeptidase (Plasmodium falciparum (isolate 3D7)). one-dose inhibition, % at 30 µM; IC50 in µM for titrated hits;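 active = compound inhibiting the enzyme by more than half at any dose during confirmatory dose-response retesting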;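 also: plate controls were full reaction with DMSO carrier for no effect and no enzyme background for full effect; strong numbers were not always called active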
PMI inhibition = human PMI inhibitors, high substrate, primary screen, biochemical, fluorescence intensity, high mannose 6-phosphate (AID 1220); inhibition, % at 20 µM, or IC50 in µM where a hit was titrated; recombinant PMI enzyme, coupled fluorescence intensity; higher % means a stronger effect; hit rate 0.66% among 190,000; Mannose-6-phosphate isomerase (Homo sapiens)
M1AAP inhibition = P. falciparum M1AAP inhibitors, biochemical, fluorogenic H-Leu-NHMec substrate, 1536-well (AID 1445); one-dose inhibition, % at 30 µM; IC50 in µM for titrated hits; hit rate 0.42% among 220,000; recombinant M1AAP, H-Leu-NHMec fluorogenic kinetic assay; higher % means a stronger effect; Aminopeptidase N (Plasmodium falciparum (isolate 3D7));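 active = primary inhibition above the hit cutoff, then over 50% inhibition at one or more dose response concentrations, cut at about 23% in these data, passing the limit was not always enough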;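 also: plate controls were DMSO full reaction for no effect and no enzyme background for full effect; strong numbers were not always called active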
WT yeast gro inh = growth inhibition of WT strain, primary screen, mitochondrial fusion inhibitor project, WT and mutant strains, chemical genetic; AID 1362, 2008; inhibition, % at 10 µM; hit rate 2.1% among 190,000; mitochondrial fusion phenotypic screen; in the data active = inhibition above about 58%; tested in S. cerevisiae
PMI inhibitors = inhibitors of human PMI, primary screen, biochemical, fluorescence intensity, coupled assay (AID 1209); Mannose-6-phosphate isomerase (Homo sapiens); purified PMI enzyme, coupled fluorescence intensity; higher % means a stronger effect; inhibition, % at 20 µM, or IC50 in µM where a hit was titrated; hit rate 0.42% among 190,000;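 also: plate controls were DMSO vehicle for no effect and wells lacking substrate for full effect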
Yfh1-depleted yeast = enhancers of respiration in Yfh1-depleted yeast, dose response, Friedreich's ataxia, plus single-dose screen (AID 1465); S. cerevisiae Yfh1-off respiration, WST-1 reduction, 72 h; higher fold induction means a stronger effect; one-dose fold induction at 50 µM; EC50 in µM for titrated hits; hit rate 0.074% among 220,000;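 active = fold induction of absorbance versus untreated yeast above a set limit, then at least 30% activation at any dose in follow-up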;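 also: activators that raise dye reduction in frataxin-depleted yeast; strong numbers were not always called active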
WT yeast gro inh mutant strain = further read-out of WT yeast gro inh, marked with its call; inhibition, %; mitochondrial fusion phenotypic screen, mutant strain inhibition
The depositor's hits bear a star; i = inactive; · = no result given. Rule as the data show it, unless noted: active = inhibition above about 50%; inactive = the rest. Rows are unselected; 3.7% or so of the library scored in one or more.

SMILES | XIAP antagonists | TNAP activators | LYP inhibition | P. falciparum M17LAP | PMI inhibition | M1AAP inhibition | WT yeast gro inh | WT yeast gro inh mutant strain | PMI inhibitors | Yfh1-depleted yeast
Cc1cc(C)n(C(=O)CSc2nnc(SCC(=O)n3nc(C)cc3C)s2)n1 | -1.7% | 1.1 | -10% | 17% | -12% | -6% | -1 | -7 | -6% | i
CCOc1ccc(NC(=O)CSCc2cnn(-c3ccccc3)c2-n2cccc2)cc1 | -21% | 1.1 | -4% | 14% | 20% | 3% | 36 | 22 | 22% | i
CCc1ccc(-c2cc(C(F)(F)F)n3nc(C(=O)Nc4c(C)nn(Cc5ccccc5C)c4C)cc3n2)s1 | -1.5% | 1 | 0% | -5% | 2% | 1% | 11 | -39 | 0% | i
CCOc1ccc(N=C(/C(C(=O)C(=O)N2CCOCC2)=C(\O)c2ccccc2)c2ccccc2)cc1 | -2.7% | 0.9 | -2% | 31% | 7% | -1% | 20 | -5 | -2% | i
COC(=O)c1ccc(C(=O)Nc2cc(Cl)ccc2Cl)cc1NC(=O)c1ccccc1C | -3.3% | 1.1 | -1% | -1% | 16% | 3% | -1 | 0 | 13% | i
CN(C)/C=C/C(=O)/C=C/c1cn(-c2ncc(C(F)(F)F)cc2Cl)c2ccccc12 | -2.3% | 1 | 17% | -3% | 1% | 20% | 11 | 19 | 13% | i
CCc1cc(CN2CCOCC2)c(NC(=O)c2ccccc2)s1 | -5.4% | 1.1 | -1% | 4% | 11% | 12% | -9 | -22 | 10% | i
CCOC(=O)COn1c(=O)c[n+]([O-])c2ccccc21 | -4.2% | 1 | 0% | 10% | -1% | 5% | -4 | 18 | 7% | i
CCSc1ccccc1C(=O)N1CCN(c2ccccc2F)CC1 | 0.7% | 1.1 | 3% | -4% | 15% | 0% | -11 | 1 | 14% | i
OC1(c2ccccc2F)CCN(Cc2nnc(-c3ccccc3)o2)CC1 | -8.0% | 1 | -9% | 1% | 3% | 2% | 4 | 3 | 5% | i
Cc1ccc(C(=O)NC(=S)NCc2ccco2)cc1 | -4.4% | 1.1 | 5% | 2% | -4% | 13% | 9 | -18 | 2% | i
CCc1ccc(C(N)=S)cc1 | -16% | 1.4 | -4% | 3% | 1% | 2% | 20 | 15 | 2% | i
CC(=O)c1c(C)[nH]c(C2=NNC(=NCc3ccccc3)SC2)c1C | -14% | 1 | -5% | 5% | -29% | 5% | 11 | 18 | -22% | i
CCCC(CCC)=NNc1ccc(S(=O)(=O)Nc2ccccc2OC)cc1[N+](=O)[O-] | -7.0% | 1 | 1% | 15% | 17% | -2% | 11 | -13 | 16% | i
CCOC(=O)N1CCC(NC(=O)CN2C(=O)CSc3ncccc32)CC1 | -3.5% | 1.1 | -1% | -2% | 11% | 3% | 9 | 5 | 14% | i

Not a retest: an excerpt of the list.
SMILES | XIAP antagonists | TNAP activators | LYP inhibition | P. falciparum M17LAP | PMI inhibition | M1AAP inhibition | WT yeast gro inh | WT yeast gro inh mutant strain | PMI inhibitors | Yfh1-depleted yeast
Cc1cc(C)n(C(=O)CSc2nnc(SCC(=O)n3nc(C)cc3C)s2)n1 | -1.7% | 1.1 | -10% | 17% | -12% | -6% | -1 | -7 | -6% | i
CCOc1ccc(NC(=O)CSCc2cnn(-c3ccccc3)c2-n2cccc2)cc1 | -21% | 1.1 | -4% | 14% | 20% | 3% | 36 | 22 | 22% | i
CCc1ccc(-c2cc(C(F)(F)F)n3nc(C(=O)Nc4c(C)nn(Cc5ccccc5C)c4C)cc3n2)s1 | -1.5% | 1 | 0% | -5% | 2% | 1% | 11 | -39 | 0% | i
CCOc1ccc(N=C(/C(C(=O)C(=O)N2CCOCC2)=C(\O)c2ccccc2)c2ccccc2)cc1 | -2.7% | 0.9 | -2% | 31% | 7% | -1% | 20 | -5 | -2% | i
COC(=O)c1ccc(C(=O)Nc2cc(Cl)ccc2Cl)cc1NC(=O)c1ccccc1C | -3.3% | 1.1 | -1% | -1% | 16% | 3% | -1 | 0 | 13% | i
CN(C)/C=C/C(=O)/C=C/c1cn(-c2ncc(C(F)(F)F)cc2Cl)c2ccccc12 | -2.3% | 1 | 17% | -3% | 1% | 20% | 11 | 19 | 13% | i
CCc1cc(CN2CCOCC2)c(NC(=O)c2ccccc2)s1 | -5.4% | 1.1 | -1% | 4% | 11% | 12% | -9 | -22 | 10% | i
CCOC(=O)COn1c(=O)c[n+]([O-])c2ccccc21 | -4.2% | 1 | 0% | 10% | -1% | 5% | -4 | 18 | 7% | i
CCSc1ccccc1C(=O)N1CCN(c2ccccc2F)CC1 | 0.7% | 1.1 | 3% | -4% | 15% | 0% | -11 | 1 | 14% | i

More entries
SMILES | XIAP antagonists | TNAP activators | LYP inhibition | P. falciparum M17LAP | PMI inhibition | M1AAP inhibition | WT yeast gro inh | WT yeast gro inh mutant strain | PMI inhibitors | Yfh1-depleted yeast
Cc1ccc(-n2nc(C)c(C3(O)C(=O)N(C(C)C)c4ccccc43)c2N)cc1 (stereo not given) | -4.9% | 0.9 | -2% | 1% | -14% | 5% | -7 | -6 | 0% | i
Cc1csc(NC(=O)CSc2nnc(-c3cc(C)on3)o2)n1 | -2.8% | 1.3 | 0% | 11% | 4% | -3% | 5 | 4 | 2% | i
CC(C)NC(=O)c1cc2c(s1)CCCC2 | -3.1% | 1.1 | -5% | -3% | 6% | -6% | 7 | 3 | -2% | i
O=C(COC(=O)c1ccc([N+](=O)[O-])o1)c1ccccc1 | -9.4% | 1 | 3% | 5% | 20% | -3% | 12 | -21 | 12% | i
OCCCN1c2ccccc2Nc2nnc(-c3ccccc3)cc21 | 2.2% | 1.5 | -8% | -4% | 4% | 4% | -6 | -1 | 1% | i
OCCCNCc1ccc(-c2ccccc2)cc1 | -5.6% | 1.1 | -7% | 4% | 5% | 8% | -10 | 7 | 8% | i
CN(C(=O)C12CC3CC(CC(C3)C1)C2)C1(C)CCS(=O)(=O)C1 (stereo not given) | -3.4% | 1.1 | -6% | -5% | -4% | -4% | 4 | 7 | 5% | i
O=C(NCC1CCCO1)c1cc(C(=O)C2CCCCC2)c[nH]1 (stereo not given) | -4.6% | 1.1 | -7% | -1% | 4% | 1% | 3 | 7 | 0% | i
CNCCC=C1c2ccccc2CCc2ccccc21 | -4.1% | 1.1 | -5% | -11% | -5% | 5% | 14 | 3 | -7% | i
CSc1ccc(NC(=O)c2cccnc2)cc1C#N | -5.7% | 1.1 | -6% | -2% | 7% | 1% | 11 | -3 | 7% | i
CN(C)C(=O)N1CCN(C(=O)N(C)C)CC1 | -4.4% | 1.1 | -8% | -1% | 14% | -1% | 0 | -27 | 6% | i
O=C(NC1CCCCC1)c1ccccc1NC(=O)C1CC(=O)N(c2ccccc2)C1 (stereo not given) | -7.0% | 1 | -6% | -6% | -2% | 1% | -13 | -1 | 0% | i
O=C(CSc1ccc(-c2ccccc2)nn1)NCC1CCCO1 (stereo not given) | -9.2% | 1 | -7% | -3% | -12% | 4% | -3 | 0 | -16% | i
CC(C)CNC(=O)C1CCN(Cc2ccc(OCc3ccccc3)cc2)CC1 | 2.9% | 1.1 | -3% | 4% | -3% | -3% | 26 | 6 | -4% | i
COc1cc2c(cc1OC)C(C)N(C(=O)Cn1ncc3c1-c1ccccc1OC3)CC2 (stereo not given) | -1.1% | 1.3 | -5% | -6% | 6% | 3% | 8 | -2 | 7% | i
C=CCNC(=O)N1CCC(CO)(Cc2ccc(Cl)cc2)CC1 | -5.2% | 1 | -7% | -11% | 18% | -3% | -12 | -13 | 16% | i
Cn1cc(S(=O)(=O)NCc2cccs2)c(=O)n(C)c1=O | -1.0% | 1.1 | -7% | -6% | -7% | -4% | 3 | 12 | -11% | i
O=C(Cn1c(=O)n(-c2ccc(F)cc2)c(=O)c2sccc21)N1CCCC1 | -2.0% | 1.2 | -2% | 17% | 0% | 7% | -5 | 1 | 4% | i
O=C(NCC1CCCO1)c1cncc(Br)c1 (stereo not given) | -8.8% | 1.1 | -6% | 7% | 10% | -1% | 1 | 15 | 17% | i
S=C(NCC(c1ccco1)N1CCCC1)Nc1ccccc1 (stereo not given) | -4.5% | 1.1 | 1% | -5% | -6% | -4% | -8 | 20 | -5% | i
Cc1ccc(N2CCN(C(=O)c3ccccc3F)CC2)c(C)c1 | -2.2% | 1.1 | 0% | 2% | 18% | -4% | 40 | 23 | 16% | i
Cc1ccccc1N(CC(=O)O)S(C)(=O)=O | -4.6% | 1.1 | -4% | 5% | -15% | -6% | 20 | 11 | -16% | i
Cc1c([N+](=O)[O-])c(C/C=N/O)nn1C | · | · | -5% | 2% | · | 6% | · | · | · | i
Cc1cccc(NC(=S)N=Nc2c(O)[nH]c3ccccc23)c1 | -4.3% | 1.2 | 1% | 14% | 0% | 17% | 59* | -9.9* | -11% | i
Cc1ccc2c(C(=O)N3CCN(c4ccccc4)CC3)cc(-c3cccnc3)nc2c1C | -4.5% | 1 | 0% | -7% | 0% | -4% | 73* | 38* | 2% | i
CCC(C)OC(=O)C1C(c2ccccc2)C(C(=O)O)C1c1ccccc1 (stereo not given) | -6.1% | 1.1 | 4% | 0% | 6% | 10% | -7 | -9 | 5% | i
COc1ccc(NC2=Nc3ccccc3N3C2=Nc2c(c(C)nn2-c2ccc(C)cc2)C3c2cccnc2)cc1 (stereo not given) | -19% | 1 | 2% | 7% | 13% | 2% | 9 | -1 | 20% | i
CCOc1ccccc1N1CCN(C(=O)CCCc2nc3ccccc3s2)CC1 | -5.6% | 1.1 | -5% | -1% | 3% | -6% | 31 | 1 | -3% | i
COC(=O)CCC(=O)N1CCc2cc(S(=O)(=O)N3CCN(c4ccccc4Cl)CC3)ccc21 | -2.5% | 1.1 | 3% | -3% | -8% | -10% | 37 | 9 | -7% | i
CCCSc1nn2c(=O)c3ccccc3nc2s1 | 2.1% | 1.2 | 0% | 2% | 3% | -3% | 17 | 5 | 3% | i

Assay outcomes deposited in PubChem by several laboratories.
